Compound activity: PubChem, National Center for Advancing Translational Sciences (NCATS)
TRb-SRC2 inh: disrupts binding of human TR beta to SRC2 | P10828 | TRbeta-SRC2 peptide binding, fluorescence polarization; receptor liganded with 1 µM T3 | Potency, µM (doses to about 106 µM), inactives show top-dose activity change, negative = inhibition, most hits filed as inhibitors | 280,000 tested, 0.065% active;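 note: plate controls were bound peptide for no effect and peptide without receptor for full effect; nearly all actives have a fitted effect of over 50% in size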
Target sequence (P10828 whole entry, looked up): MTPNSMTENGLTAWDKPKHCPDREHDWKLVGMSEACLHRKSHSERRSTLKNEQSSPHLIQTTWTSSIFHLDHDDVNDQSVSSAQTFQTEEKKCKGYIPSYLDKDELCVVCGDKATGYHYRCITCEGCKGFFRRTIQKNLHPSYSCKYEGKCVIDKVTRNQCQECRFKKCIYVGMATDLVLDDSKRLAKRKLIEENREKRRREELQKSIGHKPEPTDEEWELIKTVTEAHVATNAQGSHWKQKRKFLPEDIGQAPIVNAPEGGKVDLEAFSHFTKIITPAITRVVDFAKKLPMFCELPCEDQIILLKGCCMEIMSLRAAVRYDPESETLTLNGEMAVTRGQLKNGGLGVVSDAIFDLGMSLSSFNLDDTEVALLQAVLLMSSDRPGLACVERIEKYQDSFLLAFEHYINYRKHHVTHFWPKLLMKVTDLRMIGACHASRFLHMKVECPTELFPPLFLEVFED
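Polarization signal, normalized between peptide-alone and full complex controls, measured compound effects on T3-liganded human TRb LBD (0.6 uM) binding 20 nM Texas Red SRC2 peptide after 5 hr.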
RECQ1 helicase: blocks DNA unwinding by human RECQ1 | P46063 | RECQ1 DNA unwinding, red fluorescence kinetic read | Potency, µM (series often up to 57.3 µM), inactives show top-dose activity, negative = inhibition, usual class: inhibitors | 240,000 tested, 0.54% active | AID 2549;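 note: plate controls were vehicle for no effect and no enzyme for full effect; nearly all actives have a fitted effect of over 30% in size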
Target sequence (P46063 whole entry, looked up): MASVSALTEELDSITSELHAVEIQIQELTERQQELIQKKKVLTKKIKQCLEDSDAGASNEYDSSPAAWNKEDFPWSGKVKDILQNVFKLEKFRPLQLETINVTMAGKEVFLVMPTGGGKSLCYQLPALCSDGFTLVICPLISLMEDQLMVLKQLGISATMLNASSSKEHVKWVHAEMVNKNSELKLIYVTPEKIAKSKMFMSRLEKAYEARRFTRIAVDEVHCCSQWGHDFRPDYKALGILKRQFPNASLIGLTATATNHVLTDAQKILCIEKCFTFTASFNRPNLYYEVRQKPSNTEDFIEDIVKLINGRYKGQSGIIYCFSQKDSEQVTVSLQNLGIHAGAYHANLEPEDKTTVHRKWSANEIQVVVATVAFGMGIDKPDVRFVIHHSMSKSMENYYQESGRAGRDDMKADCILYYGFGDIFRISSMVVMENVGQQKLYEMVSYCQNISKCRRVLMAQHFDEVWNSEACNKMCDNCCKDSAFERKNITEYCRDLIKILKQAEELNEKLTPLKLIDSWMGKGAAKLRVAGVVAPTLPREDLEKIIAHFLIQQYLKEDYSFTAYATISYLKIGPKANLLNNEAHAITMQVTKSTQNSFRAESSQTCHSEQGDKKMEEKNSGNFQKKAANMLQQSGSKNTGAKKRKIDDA
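RECQ1T1 50 nM; forked duplex (20 bp + 30-nt ss tails) 200 nM, ATP 2 mM final; pH 8.0, 2 mM MgCl2, 2.5 ug/ml poly(dI-dC); 15 min compound preincubation; discontinuous kinetic read over 2 h at RT.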
Tau fibril ThT: tau fibrillization inhibition (ThT binding) | recombinant tau K18 P301L, heparin-induced fibrillization, ThT fluorescence | Potency, µM (titrated, usually from 57.4 µM), for inactives: top-dose activity, negative = inhibition, hits mostly inhibitors | 270,000 tested, 2.1% active | AID 1460; note: % is set by controls: 0 for no effect and ±100 for the full control effect; nearly all actives have a fitted effect of over 55% in size
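Recombinant human tau K18 fragment […] carrying P301L, 15 uM unlabeled plus 0.24 uM Alexa 594-labeled, was fibrillized with 20 uM heparin in 100 mM sodium acetate pH 7 for 6 hr at 37 C; 30 uM ThT fluorescence read after 1 hr.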
TexasRed fluor: Texas Red fluorescence interference in TRb-SRC2 counter-screen; 280,000 tested, 0.29% active; AID 1479; Potency, µM (highest dose often 106 µM), for the others: at the top dose fluorescence change, negative = quenching; TRb/SRC2 Texas Red total fluorescence interference; active = well fitted curve in either direction with a large enough effect; inconclusive = small, poorly fitted or top-dose-only effect; note: % is set by controls: 0 for no effect and ±100 for the full control effect
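Human TRb ligand-binding domain at 0.6 uM with 20 nM Texas Red SRC2 peptide in Tris buffer containing 1 uM T3 and 5% DMSO, incubated with compound 5 h at ambient temperature. Total fluorescence (555/632 nm) calculated as parallel + 2 × perpendicular.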
Tau fluor counter: counter-screen for tau fibril formation inhibitors; 280,000 tested, 0.93% active; tau K18 P301L Alexa594 fluorescence, heparin fibrillization; Potency, µM (doses to about 57.7 µM), inactives show top-dose activity change, negative = decrease; AID 1463; note: % is set by controls: 0 for no effect and ±100 for the full control effect; nearly all actives have a fitted effect of over 55% in size
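Human tau K18 P301L (15 uM unlabeled, 0.24 uM Alexa 594-labeled) in 100 mM sodium acetate pH 7 with 20 uM heparin, 6 hr at 37 C. ThT 30 uM added, 1 hr ambient; Alexa 594 FP and total fluorescence read at 555/632 nm.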
HTT ATP protect: Huntington cell model cytoprotection by ATP luminescence. 230,000 tested, 0.14% active. PC12 HTT-Q103 induced, cytoprotection, ATP luminescence, 40 h. Potency, µM (highest dose often 56.4 µM), without a hit: cytoprotection (ATP increase), hits mostly activators;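 note: % of control where 0% means no effect; nearly all actives have a fitted effect of over 45% in size; toxic huntingtin expression switched on by the ecdysone agonist tebufenozide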
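Compounds added alongside 100 nM tebufenozide, which induces toxic Q103 huntingtin exon 1-GFP in stable PC12 cells; surviving cells quantified by luminescent ATP measurement. Medium: phenol red-free DMEM, 5% equine and 5% calf serum.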
Tau fibril FP: blocks human tau fibril formation measured by polarization. Potency, µM (doses to about 57.7 µM), inactives show at the highest dose activity, negative = inhibition, most hits filed as inhibitors. K18 P301L tau heparin fibrillization, Alexa594 FP, 6 h. P10636. 280,000 tested, 0.39% active; note: % is set by controls: 0 for no effect and ±100 for the full control effect; nearly all actives have a fitted effect of over 55% in size
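Quantitative HTS format: compounds meet 15 uM recombinant K18 P301L tau and Alexa 594-tau tracer in 100 mM sodium acetate pH 7; 20 uM heparin triggers fibrillization at 37 C over 6 hr; FP gives the signal.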
L3MBTL1 inh: inhibitors of human L3MBTL1; Q9Y468; 230,000 tested, 0.66% active; AID 485360; Potency, µM (highest dose often 57.1 µM), for the others: at the highest dose activity, negative = inhibition, actives largely listed as inhibitors; AlphaScreen L3MBTL1–H3K9me1 peptide binding; note: % is set by controls: 0 for no effect and ±100 for the full control effect; nearly all actives have a fitted effect of over 60% in size
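L3MBTL1 50 nM + b-AHA-H3(1-15)K9me1 75 nM, 30 min RT; compound added, 30 min RT; streptavidin donor/Ni-chelate acceptor beads 10 ug/mL each final, 30 min RT dark; AlphaScreen read.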
Numbers without * were called inactive; i = inactive; ? = inconclusive; / = no result given; [ ] = another dose, or the depositor's remark. Unless noted, calls come from the whole dose curve; as a rule, active = well fitted curve in the direction sought with a large enough effect; inconclusive = small, poorly fitted or top-dose-only effect, or another doubt; inactive = no such curve, though single readings can be large; an effect the other way counts as inactive or inconclusive. Potency is the fitted concentration of half-maximal effect. A portion of the library; rates above refer to the full screens.

SMILES	TRb-SRC2 inh	RECQ1 helicase	Tau fibril ThT	TexasRed fluor	Tau fluor counter	HTT ATP protect	Tau fibril FP	L3MBTL1 inh
COc1ccc(C(C)(C)C)cc1NC(=O)C1CC=CCC1C(=O)O (centres undefined)	-6%	-4%	-1%	-1%	3%	-2%	-1%	6%
O=C(c1ccccc1)N(Cc1ccc(F)cc1)Cc1nc2ccccc2c(=O)[nH]1	5%	-5%	-7%	1%	-12%	-5%[10 µM]	-9%	14%
O=C(c1cnc(N2CCN(c3ccccn3)CC2)c2ccccc12)N1CCN(c2cccc(Cl)c2)CC1	-1%	-9%	-11%	-1%	-13%	-71%[inhibitor]	-4%	/
CCCNC(=O)Cn1sc2nc(C)cc(C)c2c1=O	-2%	0%	/	0%	-23%	14%[10 µM]	16µM*	/
COc1ccc(C(=O)Oc2ccc(C(=S)N3CCOCC3)cc2)cc1	-4%	-11%	?	-1%	-25%	-4%[10 µM]	?	2%
O=C(CCSc1nnc2ccccn12)Nc1ccc2c(c1)OCO2	4%	0%	?	1%	-12%	4%	1%	/
COc1cc(/C=N/Nc2ccccc2)ccc1OC(=O)c1cccs1	-14%[53 µM]	-10%	2%	?	-3%	-6%[10 µM]	-3%	20%
COc1ccc(NC(=O)c2ccco2)cc1NC(=O)c1c(F)c(F)c(OC)c(F)c1F	9%	-1%	-2%	1%	-4%	-16%	-8%	5%
O=C(N/N=C/c1ccco1)c1ccncc1	-12%	i	9%	-3%	4%	2%	-4%	14%
CC1CCN(CCCNC(=O)c2coc3nc4ccccc4nc23)CC1	5%	0%	-9%	-2%	2%	0%	6%	-6%[11.4 µM]
O=C(CCCCCn1c(=S)[nH]c2cc3c(cc2c1=O)OCO3)N1CCN(Cc2ccccc2)CC1	6%	-9%	-8%	-2%	-11%	5%[1.9 µM]	8%	-10%
CCCNC(=O)c1cc2cc([N+](=O)[O-])ccc2s1	1%	-3%	-8%	-4%	0%	-86%	11%	0%
O=C(CSC1=NC(=O)C(c2ccccc2)C(=O)N1)Nc1ccccc1Cl (centres undefined)	-5%	-12%	?	-2%	-11%	6%	-9%	/
COc1ccc(/C=C2\N=C(c3ccccc3)N(c3ccc(C(=O)O)cc3)C2=O)cc1OC	6%	-2%	?	-6%	3%	10%[10 µM]	-5%	6%
CC(C)N1CSC(=S)N(Cc2ccccc2)C1	6%	-13%	-7%	-2%	-4%	4%	-5%	-11%
Cc1ccc(N2CC(NC(=O)c3ccccc3C(F)(F)F)CC2=O)cc1C (centres undefined)	4%	/	-11%	-1%	-10%	/	-9%	/
S=C(Nc1ccc2nsnc2c1)NC1CCCCC1	-11%	i	28µM*	-5%	?	4%[0.074 µM]	?	7%
CC(C1CC1)N(Cc1ccccc1)C(=O)NC(=O)c1ccccc1 (centres undefined)	-2%	-5%	-5%	-1%	0%	-15%	4%	1%
CCN(CC)/C(Sc1ccccc1)=C(/C(Cl)=C(Cl)Cl)[N+](=O)[O-]	-1%	-7%	-13%	-2%	-9%	?	4%	/
COc1ccccc1OCCCCCCN1CCOCC1	0%	i	3%	0%	4%	7%	5%	4%
Cc1cc(/C=C2/NC(=O)N(c3ccccc3)C2=O)c(C)n1C(C)C	-3%	-5%	?	-4%	-22%	/	4%	-17%
COc1ccc(CC(=O)Nc2cc(-c3cn4cccnc4n3)ccc2OC)cc1	-5%	/	5%	?	-6%	/	10%	/
Cc1cc(C)c2oc(-c3cc(NC(=O)Cc4ccccc4)ccc3Cl)nc2c1	-4%	/	5%	-3%	-23%	/	?	/
C#CCOC(=O)CCC(=O)Nc1cc(OC)nc(OC)n1	-10%	-16%	-8%	-2%	-9%	2%[0.074 µM]	-7%	1%
O=C1CCCN1c1ccc(S(=O)(=O)Nc2cccnc2)cc1	-2%	1%	4%	-9%	8%	-2%	7%	24%
Fc1ccc(COc2ccc(/C=N/n3cnnc3)cc2)cc1	-4%	-6%	15%	-2%	-16%	2%[10 µM]	-6%	-2%
Cc1cc(NC(=O)COc2ccccc2C)no1	-5%[53 µM]	3%	-3%	-3%[53 µM]	-5%	-24%[10 µM]	-2%	17%
Fc1cccc(CN2CCCCCCC2)c1	-5%	-8%	-5%	-2%	12%	-19%[0.074 µM]	3%	5%
O=C(NCCC1=CCCCC1)C1CCN(C(=O)N2CCOc3ccccc32)CC1	0%	/	2%	?	2.8µM*[quencher]	/	?	/
Cc1ccc(C)c(N(CC(=O)NC2CCCC2)C(=O)c2cc3cc4cccc(C)c4nc3s2)c1	-2%	20%	-9%	0%	-6%	35%	-6%	-1%
CN(C)CCN1C(=O)NC(C)(c2ccc([N+](=O)[O-])cc2)C1=O (centres undefined)	0%	-2%	-13%	0%	-14%	3%[10 µM]	-6%	-10%
O=C(c1cccnc1)N1CCN(c2ccc3ccccc3n2)CC1	4%	-5%	-10%	3%	-3%	?	-1%	2%
O=C(CO/N=C/c1cccc([N+](=O)[O-])c1)Nc1ccc2ccccc2c1	-3%	-6%	?	1%	13µM*[quencher]	14%	-6%	/
CC1CC(C)CN(S(=O)(=O)c2ccc(C(=O)N3CCN(c4ccccc4)CC3)cc2)C1 (centres undefined)	-3%	i	-15%	0%	-10%	-7%[10 µM]	4%	-2%
Cc1cccc(OCCSCc2nc3ccccc3[nH]2)c1	2%	i	-13%	-1%	-19%	-19%	3%	13%
CC(C)(C)C(=O)NC(=S)NCCc1ccccc1	-2%	i	-11%	-5%	-16%	-27%	-3%	-2%
COc1cc(C(=O)Nc2cccc(OCc3cc(=O)n4cc(C)sc4n3)c2)cc(OC)c1OC	9%	/	1%	-1%	-26%	/	?	/
O=C(NCC1CCCO1)C1CC(=O)N(c2ccc(F)c(Cl)c2)C1 (centres undefined)	7%	-9%	-2%	-2%	1%	-6%	-2%	2%
O=S(=O)(NCCc1cn2ccccc2n1)c1ccc(F)c(C(F)(F)F)c1	3%	-6%	-1%	2%	-1%	17%[10 µM]	3%	-7%
Cc1csc(SCC(=O)Nc2ncc(Cl)c(C)c2Cl)n1	-12%	-20%	9%	2%	-5%	5%	-2%	-4%

Quoted at random: three entries already listed, in no set order.
SMILES	TRb-SRC2 inh	RECQ1 helicase	Tau fibril ThT	TexasRed fluor	Tau fluor counter	HTT ATP protect	Tau fibril FP	L3MBTL1 inh
Fc1ccc(COc2ccc(/C=N/n3cnnc3)cc2)cc1	-4%	-6%	15%	-2%	-16%	2%[10 µM]	-6%	-2%
COc1cc(/C=N/Nc2ccccc2)ccc1OC(=O)c1cccs1	-14%[53 µM]	-10%	2%	?	-3%	-6%[10 µM]	-3%	20%
Cc1cccc(OCCSCc2nc3ccccc3[nH]2)c1	2%	i	-13%	-1%	-19%	-19%	3%	13%

(listing goes on)
SMILES	TRb-SRC2 inh	RECQ1 helicase	Tau fibril ThT	TexasRed fluor	Tau fluor counter	HTT ATP protect	Tau fibril FP	L3MBTL1 inh
CCCC(=O)NC(NC(=S)Nc1ccc(S(N)(=O)=O)cc1)C(Cl)(Cl)Cl (centres undefined)	5%	-3%	1%	-2%	-5%	26%[10 µM]	-5%	-3%
Cc1cc(C)cc(Oc2ccccc2/C=C\C(=O)O)c1	4%	-12%	-9%	3%	0%	-11%[10 µM]	3%	0%
Cc1ccc(NC(=O)CSc2nc3nc(C)c(Cc4ccccc4)c(C)n3n2)cc1	1%	/	-13%	0%	-21%	/	6%	/
O=C(NCc1ccco1)c1ccc2c(=O)n(Cc3ccco3)c(SCC(=O)N3CCCC3)nc2c1	7%	?	-11%	-3%	-10%	19%[0.074 µM]	9%	?
COc1cc2cc(CNc3ccccc3)c(=O)n(CC(=O)Nc3cc(C)cc(C)c3)c2cc1OC	1%	/	-9%	1%	?	/	?	/
CCCc1cc(=O)[nH]c(SCC(=O)Nc2ccccc2C#N)n1	-11%	-2%	-5%	0%	-3%	-4%	2%	/
CC(C)C(c1nnnn1Cc1ccc(F)cc1)N1CCN(C2CCCC2)CC1 (centres undefined)	0%	i	16%	0%	14%	-8%[10 µM]	-1%	28%
Cc1ccc(NC(=O)C2CCN(S(=O)(=O)c3ccc4c(c3)CCCC(=O)N4)CC2)cc1N(C)C	0%	/	0%	?	-8%	/	-3%	/
CCc1ccccc1NC(=O)Cn1cc(C(=O)c2ccc(Cl)cc2)c(=O)c2ccc(C)nc21	8%	/	?	-8%	-11%	/	-14%	/
CCNC(=S)NNC(=O)c1cc(CC(C)C)nc2ccccc12	-4%	-3%	-3%	-1%	-1%	7%	-7%	-8%
CCOc1ccccc1C(=O)Nc1ccc(S(=O)(=O)N2CCOCC2)cc1	-5%	15%	-11%	-1%	-19%	-9%[10 µM]	0%	/
COc1ccc2c(c1)c(C(O)CN1CCC(Cc3ccccc3)CC1)c(C)n2C (centres undefined)	0%	-6%	?	1%	-20%	-47%[inhibitor]	1%	?
O=C(CCCC(=O)N(CC(=O)NC1CCCC1)Cc1ccc(F)cc1)Nc1ccccn1	-5%	-8%	-2%	-3%	4%	3%[10 µM]	-3%	0%
CCCCOc1cccc(C(=O)Nc2ccc(N3CCN(CC)CC3)cc2)c1	6%	0%	-12%	2%	?	-20%[0.074 µM]	?	-2%[11.4 µM]
COc1ccc(C2=NNC(c3cccnc3)=Nc3ccccc32)cc1	-5%	i	-5%	-4%	7%	/	7%	2%
Cn1c(=O)oc2cc(S(=O)(=O)N3CCN(c4ccc(F)cc4)CC3)ccc21	1%	-7%	-8%	0%	-2%	5%[10 µM]	-2%	0%
CCOC(=O)c1sc(NC(=O)CSc2ncn(-c3ccccc3)n2)nc1C	-7%	i	0%	-3%	-14%	15%[10 µM]	1%	-2%
CCOC(=O)CN1NC2(CCC(C(C)(C)C)CC2)NC1=S (centres undefined)	-3%	-7%	-7%	-2%	0%	-2%	-2%	-4%
